GPR55 LPI antagonism: inhibition of LPI-stimulated GPR55 beta-arrestin translocation – imaging, U2OS, beta-arrestin-GFP, LPI agonist, primary screen (AID 2013); U2OS GPR55 beta-arrestin-GFP translocation imaging, LPI antagonism; higher % means a stronger effect; one-dose inhibition, % at 10 µM; IC50 in µM for titrated hits; 0.13% of 290,000 active;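 active = spots per cell inhibited over 60%, with over 100 cells counted and total cytoplasm intensity under 500,000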;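 note: U2OS cells stably carrying GPR55 and arrestin-GFP stimulated by 5 µM LPI near EC80; imaged beta-arrestin-GFP aggregate spots per cell after agonist stimulation; plate controls were LPI-stimulated DMSO wells for no effect and DMSO wells without LPI for full effect; some results filed as inactive read as strong as hits; confirmed hits need IC50 under 10 µM and bright autofluorescent wells are also inconclusive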
GPR35 antagonists: inhibition of zaprinast-stimulated GPR35 beta-arrestin translocation – imaging, U2OS, beta-arrestin-GFP, zaprinast agonist, primary screen (AID 2058). U2OS GPR35 beta-arrestin-GFP translocation imaging, zaprinast antagonism; higher % means a stronger effect. inhibition, % at 10 µM, or IC50 in µM where a hit was titrated. 0.052% of 290,000 active;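 active = inhibition of at least 50% with at least 30 cells and total cytoplasm GFP at most 10,000,000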
NTR1 ag: agonists of NTR1, primary screen, imaging, U2OS cells, beta-arrestin-GFP, high content (AID 493036); NTR1-U2OS beta-arrestin-GFP spot imaging, agonist mode; 0.17% of 330,000 active; P30989; activation, % at 20 µM;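 active = activation at or above 40% of the spot to cytoplasm intensity ratio, with at least 20 cells analyzed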;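 note: 0% = DMSO without peptide and 100% = 100 nM NTR1 peptide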
Target sequence (P30989 whole entry, looked up): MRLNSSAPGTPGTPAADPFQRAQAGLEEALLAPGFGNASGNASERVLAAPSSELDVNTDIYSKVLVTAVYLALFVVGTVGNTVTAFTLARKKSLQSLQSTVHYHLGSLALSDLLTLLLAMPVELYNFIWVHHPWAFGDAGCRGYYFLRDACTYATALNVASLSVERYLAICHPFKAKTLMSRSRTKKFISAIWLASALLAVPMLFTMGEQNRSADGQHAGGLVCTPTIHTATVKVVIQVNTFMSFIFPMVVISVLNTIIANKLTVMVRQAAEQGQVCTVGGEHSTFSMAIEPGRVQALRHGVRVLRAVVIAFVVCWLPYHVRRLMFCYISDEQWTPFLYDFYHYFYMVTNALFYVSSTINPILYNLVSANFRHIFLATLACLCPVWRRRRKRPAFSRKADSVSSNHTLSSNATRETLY
GPR55 activation: selective activators of receptor GPR55 – imaging, U2OS cells, beta-arrestin-GFP redistribution, primary screen (AID 1961); U2OS GPR55 beta-arrestin-GFP redistribution imaging; higher % means a stronger effect; activation, % at 10 µM, or EC50 in µM where a hit was titrated; 0.048% of 290,000 active;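 active = activation above 40% with more than 50 cells counted in the well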;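 note: U2OS osteosarcoma cells stably expressing GPR55 and beta-arrestin-GFP; plate controls were DMSO negative control for no effect and LPI positive control for full effect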
West Nile virus CPE: West Nile virus antiviral activity, cell-based, CPE readout (AID 1621). West Nile virus-infected cells, CPE inhibition; higher % means a stronger effect. CPE inhibition, % at 10 µM, or IC50 in µM where a hit was titrated. 0.02% of 290,000 active; in the data active = a potency from the dose series; note: strong numbers were not always called active
KOR beta-arrestin-1: kappa opioid receptor blockers – cell-based, luminescence, uHTS (AID 1778); 0.091% of 290,000 active; inhibition, % at 10 µM; hits with a dose series show IC50 in µM; KOR beta-arrestin recruitment, luminescence, antagonist mode; higher % means a stronger effect; in the data active = inhibition above about 50%; note: strong numbers were not always called active
KOR beta-arrestin-2: kappa opioid receptor activators – cell-based, luminescence, uHTS, primary screen (AID 1777); KOR beta-arrestin recruitment, luminescence; higher % means a stronger effect; one-dose activation, % at 10 µM; EC50 in µM for titrated hits; 0.02% of 280,000 active; in the data active = activation above about 50%, passing the limit was not always enough; note: a part of the inactive calls stands beside numbers as strong as those of hits
T cell HTS: T cell immune modulation candidate; 2C CD8+ T cell-vesicle binding, flow cytometry; hits give low values; calls only at 7 µM; 0.068% of 330,000 active;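 active = response, share of CD8 T cells binding vesicles, and their 90th percentile fluorescence all below set limits, cut at about 80% in these data, passing the limit was not always enough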
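Also added: QL9-peptide-loaded Drosophila micro-vesicles bearing Ld, ICAM-1 and B7-1; Test system: purified 2C TCR transgenic mouse naive CD8+ T cells; Measured by: cytometric PE anti-B7-1 and Alexa647 anti-CD8 signals after 1% paraformaldehyde fixation; Timing: binding step 1.5 h, 37 °C, antibody labelling 20 min, ice.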
Salmonella PhoP GFP: inhibitors of PhoP regulon expression, primary screen, Salmonella Typhimurium, GFP reporter (AID 1863) | inhibition, % at 50 µM; hits with a dose series show IC50 in µM | S. Typhimurium PhoP-regulated promoter GFP reporter, 4 h; higher % means a stronger effect | 0.16% of 300,000 active;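 active = inhibition over 29.93%, a cutoff 3 SD above the screen mean, later confirmed by dose response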;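 note: 0% = low Mg2+ inducing control and 100% = high Mg2+ repressing control; strong numbers were not always called active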
T cell HTS vesicle-bound %: also measured in T cell HTS; calls as there; double positive events, %; measured here: CD8+ vesicle-bound cell fraction;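 binding gate set so that unloaded-vesicle control wells show 10% double positive cells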
NTR1 ag cell count 20 µM: further read-out of NTR1 ag, marked with its call; cell count; measured here: cell count, cytotoxicity flag
An asterisk follows results filed as active; i = inactive; . = no result given; [ ] = another dose, or the depositor's remark.

SMILES	GPR55 LPI antagonism	GPR35 antagonists	NTR1 ag	NTR1 ag cell count 20 µM	GPR55 activation	West Nile virus CPE	KOR beta-arrestin-1	KOR beta-arrestin-2	T cell HTS	T cell HTS vesicle-bound %	Salmonella PhoP GFP
Cn1ncc(Br)c1C(=O)N1CCc2ccccc21	-2%	4%	1.2	67	0.6%	-0.4%	1%	-0.1%	i	54	10%
CCOc1c(Br)cc(C2CC(=O)Nc3cc(OC)c(OC)cc32)cc1OC (centres undefined)	-6%	7%	0.0	56	0.4%	-0.9%	-5%	-12%	i	36	2%
COc1cc2c3c(c1)C(C)=CC(C)(C)N3C(=O)C2=O	-2%	16%	12	54	0.0%	-0.4%	-110%[20 µM]	-1.4%	i	10	-6%
C/C(=N\NC(=O)c1nnn(-c2nonc2N)c1C(C)C)c1ccc2ccccc2c1	-9%	-6%	-1.1	50	-0.2%	0.4%	-22%	9.9%	i	52	6%
O=C1c2cccc3cccc(c23)C(=O)N1c1cccnc1	23%	15%	-1.0	43	-0.3%	-0.2%	14%	-0.2%	i	20	-3%
Cc1ccc2c(c1)sc1nc(=O)n(-c3ccc(Cl)c(Cl)c3)c(=O)n12	-7%	6%	6.1	76	0.0%	-0.3%	-26%	3.9%	i	33	-6%
CCn1cc(Br)c(C(=O)Nc2ccc(Cl)c(Cl)c2)n1	14%	-8%	3.1	93	-0.2%	0.2%	15%	1.6%	i	35	1%
Cc1[nH]c(C)c(S(=O)(=O)N2CCN(c3cccc(C(F)(F)F)c3)CC2)c1C(=O)N1CCCCC1	1%	-1%	-1.2	55	-0.3%	-0.9%	-17%	-9.6%	i	8	-6%
COc1ccc(CCNC(=O)c2cccs2)cc1	2%	-24%	1.5	68	-0.2%	-0.3%	-38%[20 µM]	-2.0%	i	59	-4%
Cn1c(SCC(=O)NCc2ccco2)nnc1-c1ccccc1	4%	-9%	-1.0	70	0.3%	0.0%	-32%	-1.6%	i	30	5%
O=C(Nc1ccc2[nH]ccc2c1)c1cccs1	-1%	-6%	0.3	39	0.0%	0.0%	10%	1.6%	i	58	14%
COC(=O)C1=C(C)Nc2c(c(=O)n(C)c(=O)n2C)C1c1cccnc1 (centres undefined)	-4%	-5%	-0.2	44	-0.2%	-0.1%	-71%	4.7%	i	59	3%
O=[N+]([O-])c1cnc(Sc2ccncn2)s1	-11%	-4%	8.9	42	0.2%	-1.9%	3%	0.1%	i	7	-2%
CCCCC(=Nc1ccccc1OC)C1=C(O)CC(c2ccccc2)CC1=O (centres undefined)	13%	15%	0.0	48	1.1%	0.3%	-8%	4.5%	i	51	-10%
O=C(CS(=O)(=O)c1c[nH]c2ccccc12)NC1CCCCC1	6%	11%	0.7	78	-0.3%	0.2%	13%	-0.7%	i	33	-2%

An excerpt from above in order of formula weight, ascending:
SMILES	GPR55 LPI antagonism	GPR35 antagonists	NTR1 ag	NTR1 ag cell count 20 µM	GPR55 activation	West Nile virus CPE	KOR beta-arrestin-1	KOR beta-arrestin-2	T cell HTS	T cell HTS vesicle-bound %	Salmonella PhoP GFP
O=C1c2cccc3cccc(c23)C(=O)N1c1cccnc1	23%	15%	-1.0	43	-0.3%	-0.2%	14%	-0.2%	i	20	-3%
O=C(CS(=O)(=O)c1c[nH]c2ccccc12)NC1CCCCC1	6%	11%	0.7	78	-0.3%	0.2%	13%	-0.7%	i	33	-2%
CCOc1c(Br)cc(C2CC(=O)Nc3cc(OC)c(OC)cc32)cc1OC (centres undefined)	-6%	7%	0.0	56	0.4%	-0.9%	-5%	-12%	i	36	2%

Next part.
SMILES	GPR55 LPI antagonism	GPR35 antagonists	NTR1 ag	NTR1 ag cell count 20 µM	GPR55 activation	West Nile virus CPE	KOR beta-arrestin-1	KOR beta-arrestin-2	T cell HTS	T cell HTS vesicle-bound %	Salmonella PhoP GFP
CN(C)c1ccc(N2C(=NC(=O)CC3CCCCC3)SC3CS(=O)(=O)CC32)cc1 (centres undefined)	7%	0%	0.6	59	-0.1%	-1.1%	17%	1.3%	i	9	-4%
Cc1nc2ccccc2n1C(=O)c1ccccc1[N+](=O)[O-]	-3%	-4%	-0.3	42	0.3%	-0.1%	1%	2.1%	i	54	-10%
CCS(=O)(=O)N1CCN(c2ccc([N+](=O)[O-])c(NCc3ccccc3)c2)CC1	18%	-2%	-0.1	51	0.0%	0.2%	6%	1.1%	i	58	-3%
O=C(NN1C(=O)CSC1=S)C(=O)NN1C(=O)CSC1=S	-8%	-2%	0.0	59	-0.6%	-0.3%	2%	-2.6%	i	41	1%
Cc1cc(CNC(=O)C2CCC(=O)N(Cc3ccccc3F)C2)nn1C (centres undefined)	19%	-8%	0.7	63	0.1%	0.1%	-18%	4.1%	i	66	-4%
Nc1nc2n(n1)C(c1ccco1)CC(c1ccc(Cl)c(Cl)c1)N2 (centres undefined)	-9%	7%	1.0	77	0.2%	-0.7%	-30%	-8.1%	i	34	8%
CCNS(=O)(=O)c1ccc(CCC(=O)Nc2ccccc2)cc1	8%	-12%	0.2	47	0.6%	0.0%	-2%	-1.2%	i	43	-5%
O=C(c1ccco1)N1CCN(Cc2nc3ccc([N+](=O)[O-])cc3c(=O)n2-c2ccccc2F)CC1	-9%	1%	-2.4	79	0.0%	0.2%	6%	-6.7%	i	25	1%
CCC(C)(C)NC(=O)C(c1ccc(OC)cc1)N(Cc1ccc(OC)cc1)C(=O)CCC(=O)Nc1cc(C)on1 (centres undefined)	13%	13%	0.7	44	-0.2%	-0.7%	4%	-4.6%	i	50	2%
COc1ccc(NC(=O)CCN2CCCC2)c(OC)c1	-6%	1%	0.4	69	-0.3%	-0.1%	10%	-6.1%	i	44	1%
Oc1ccc(N=C/C=C/c2ccc(Br)cc2)cc1-c1nc2ccccc2s1	13%	1%	14	78	-0.3%	-0.5%	-9%	2.9%	i	11	16%
CC1CCCC(C)N1S(=O)(=O)c1ccc(S(=O)(=O)NCCc2ccncc2)cc1 (centres undefined)	0%	6%	0.9	42	-0.2%	-0.9%	-40%	0.9%	i	20	-3%
CCOC(=O)C1(Cc2ccccc2)CCN(Cc2cccc(OC)c2O)CC1	22%	7%	0.7	41	0.1%	-2.1%	-5%	1.6%	i	45	0%
FC(F)(F)c1cc(-c2ccco2)nc(N2CCN(c3ccccc3)CC2)n1	1%	-1%	-1.0	53	-0.1%	-0.1%	2%	.	i	16	10%
CC(=O)Nc1ccc(S(=O)(=O)n2cnc3cc(C)c(C)cc32)cc1	-7%	28%	0.4	62	-0.3%	.	-5%	7.6%	i	69	9%
COCCn1c(=O)[nH]c2cc(C(=O)NCC3CCCO3)ccc2c1=O (centres undefined)	24%	2%	0.2	90	-0.2%	0.2%	39%	1.2%	i	37	-17%
Cc1ccc(CCNS(=O)(=O)c2ccc3c(c2)N(C)CCO3)cc1	9%	-10%	0.8	57	-0.2%	0.1%	-7%	-2.2%	i	37	1%
COc1ccc(S(=O)(=O)NCCSc2ccccc2)cc1OC	11%	-9%	-0.4	102	-0.4%	-0.5%	28%	-4.1%	i	38	4%
COc1ccc(NC(=S)Nc2ccc3nc(C)c(C)nc3c2)cc1	-10%	6%	0.9	84	0.5%	1.1%	-6%	8.5%	i	39	1%
COc1ccc(CCN2CC3=C(C2=O)C(c2ccccc2)NC(=O)N3C)cc1OC (centres undefined)	11%	3%	-0.7	70	-0.1%	-0.8%	-36%	.	i	18	30%
Cc1cc(C)c(S(=O)(=O)Nc2nnc(C(C)C)s2)c(C)c1	-11%	-1%	0.7	51	0.3%	0.0%	-16%[20 µM]	-4.4%	i	59	0%
CC(C)OC(=O)c1cccc(C(=O)Oc2ccccc2)n1	19%	-6%	0.4	44	-0.1%	-0.1%	0%	0.7%	i	26	-7%
COC(=O)c1[nH]c2ccc(C)cc2c1NS(=O)(=O)c1ccc(F)c(C)c1	9%	9%	-0.3	94	0.0%	.	-19%	0.3%	i	27	9%
CCCCCCN(C(=O)CCCCCN1C(=O)NC(c2ccc(-c3ccccc3)cc2)C(C(=O)OCc2ccccc2)=C1C)C(C(=O)NCCCC)c1ccccc1 (centres undefined)	11%	-1%	5.9	69	-0.1%	-0.9%	1%	4.8%	.	.	-3%
CC(C)CNS(=O)(=O)c1ccc(OCC(=O)Nc2ccc3c(c2)OCCO3)cc1	-2%	16%	1.8	60	1.1%	1.5%	6%	4.4%	i	54	7%
O=C(Nc1ccnn1C1CCN(C(=O)c2cc(Cl)ccc2F)CC1)C1CCOC1 (centres undefined)	7%	-3%	-0.8	68	-0.2%	1.2%	-40%	8.5%	i	16	0%
Cc1cc(C(=O)CSc2nc(N)cc(=O)[nH]2)c(C)n1-c1ccc(OC(F)F)cc1	8%	-2%	0.1	72	0.0%	-1.8%	0%	-1.6%	i	30	-4%
CCN(CC)C(=O)c1ccccc1NS(C)(=O)=O	-7%	-6%	-0.4	38	0.1%	-0.3%	27%	0.4%	i	64	-2%
O=C(NC1=NCCS1)c1cc(-c2cccnc2)nc2ccccc12	6%	-2%	-0.1	52	0.3%	0.1%	-1%	0.6%	i	36	0%
CCc1n[nH]c(=S)n1/N=C/c1ccc(NC(C)=O)cc1	9%	-10%	-0.5	54	-0.7%	0.1%	8%	-5.4%	i	67	3%
COc1ccc(CCNc2ncnc3c2[nH]c2cc(OC)c(OC)cc23)cc1OC	0%	-1%	3.2	35	-0.1%	2.3%	-2%	7.7%	i	46	.
COc1ccc(C2CC(c3ccccc3)=NN2C(=O)CCC(=O)O)cc1 (centres undefined)	5%	18%	2.4	53	-0.3%	0.6%	-39%	2.9%	i	48	0%
Nc1nc(N2CCN(C/C=C/c3ccccc3)CC2)nc2ccccc12	-9%	10%	5.6	40	-0.2%	-0.4%	-43%	0.5%	i	34	147µM*
Cc1ccc(-c2ccc([C@H]3[C@H]4C=CC[C@@H](C)[C@@H]4C(=O)N3Cc3ccccc3)c(F)c2)cc1	11%	-16%	5.5	86	-0.1%	-0.1%	-1%	2.6%	i	38	0%
CCN(C(=O)COC(=O)c1cc(NS(=O)(=O)c2ccc(Cl)c([N+](=O)[O-])c2)ccc1O)C1CCCCC1	8%	8%	3.0	46	0.3%	-0.3%	4%	-3.6%	i	47	-2%
COc1ccccc1C(=O)Nc1ccnn1C1CCN(Cc2csc(C(C)=O)c2)CC1	-6%	-16%	1.2	59	-0.1%	-0.5%	-27%	7.2%	i	23	6%
Cc1ccc(S(=O)(=O)NC2CCCc3ccccc32)cc1C (centres undefined)	14%	23%	-1.5	68	-0.1%	-1.7%	-30%	1.7%	i	38	-4%
CC(/C=N/NC(=O)c1ccccn1)=C\c1ccco1	8%	11%	.	.	0.2%	-0.1%	-13%	-4.7%	.	.	-5%

High-throughput results from PubChem BioAssay.
